CSN deneddyl inh: inhibitors of CSN-mediated cullin deneddylation, primary screen, biochemical, fluorescence polarization, uHTS | COP9 signalosome complex subunit 5 (Homo sapiens), Q92905 | Purified CSN, SCF-Nedd8-OG deneddylation | inhibition, % at 12.5 µM | 0.38% of 360,000 active | AID 651999, 2013;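 active = pattern-corrected inhibition above about 35%, with an unprinted fluorescence ratio check between 0.5 and 1.5, limit read from the data, passing the limit was not always enough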;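 also: 0% = enzyme with substrate and 100% = substrate without enzyme; some results filed as inactive read as strong as hits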
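test system = HEK293T-derived human Csn5 enzyme | amount = 0.24 nM Csn5 enzyme, final concentration | medium = Tris/NaCl/DTT buffer, pH 7.5 | schedule = 90 min reaction at room temperature | signal = FP | evaluation = inhibition of Csn5 cleavage, % | compound dosing = single dose of 12.5 µM compound with 0.25% DMSO | probe or stimulus = 10 nM SCFSkp2-Nedd8OG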
DNMT1 inh: human DNMT1 methyltransferase inhibitors, primary screen, biochemical, molecular beacon, fluorescence, HinP1I cleavage, uHTS. 0.83% of 360,000 active. DNA (cytosine-5)-methyltransferase 1 (Homo sapiens), P26358. AID 588458, 2011. inhibition (reported as % activation of signal), % at 10 µM; in the data active = inhibition above about 50%
SUMO1-SIM PPI: modulators of SUMO1 protein-protein interactions, primary screen, biochemical, uHTS; Small ubiquitin-related modifier 1 (Homo sapiens), P63165; SUMO1 binding to a labelled peptide, TR-FRET, 1 h; inhibition, % at 20 µM; 0.33% of 360,000 active; AID 602429, 2012; in the data active = inhibition above about 37%
Target sequence (P63165 whole entry, looked up): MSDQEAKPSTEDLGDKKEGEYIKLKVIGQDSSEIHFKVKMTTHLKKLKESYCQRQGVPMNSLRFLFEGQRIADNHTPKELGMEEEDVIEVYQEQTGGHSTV
NadD inh: inhibitors of S. aureus NadD, primary screen, biochemical, colorimetric, uHTS. Nicotinate-nucleotide adenylyltransferase NadD (Staphylococcus aureus N315). purified NadD enzyme, colorimetric absorbance read-out. inhibition, % at 20 µM. 0.78% of 360,000 active. AID 602399, 2012; in the data active = inhibition above about 26%; also: some compounds past the cut are filed as inactive
MsrA inhibitor: bovine MsrA enzyme inhibitors, primary screen, biochemical, absorbance, HTS | Methionine sulfoxide reductase A (Bos taurus) | purified bovine MsrA, absorbance read-out | inhibition, % at 15.5 µM | 0.75% of 360,000 active | AID 651718, 2012; in the data active = inhibition above about 4.5%;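 also: 0% = vehicle wells with enzyme and 100% = reference inhibitor wells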
Rpn11 inh: Rpn11 (PSMD14) deubiquitinase inhibitors, primary screen, biochemical, fluorescence polarization, uHTS. 26S proteasome non-ATPase regulatory subunit 14 (Homo sapiens), O00487. human 26S proteasome, Ub4-pepOG fluorescence polarization; 20S core pre-blocked with epoxomicin. calls only at 20 µM. 0.59% of 360,000 active;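 active = inhibition at 20 µM, scaled to each plate's controls, above about 33%, limit read from the data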
STEP block: STEP phosphatase inhibitors, primary screen, biochemical, fluorescence intensity, uHTS; inhibition, % at 20 µM; AID 588621, 2011; recombinant STEP, OMFP fluorogenic substrate; Tyrosine-protein phosphatase non-receptor type 5 (Homo sapiens), P54829; 0.25% of 360,000 active;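 active = inhibition at 20 µM, scaled per plate between control wells, above about 37%, limit read from the data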;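 also: 0% = DMSO with enzyme and substrate and 100% = substrate only without enzyme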
Target sequence (P54829 whole entry, looked up): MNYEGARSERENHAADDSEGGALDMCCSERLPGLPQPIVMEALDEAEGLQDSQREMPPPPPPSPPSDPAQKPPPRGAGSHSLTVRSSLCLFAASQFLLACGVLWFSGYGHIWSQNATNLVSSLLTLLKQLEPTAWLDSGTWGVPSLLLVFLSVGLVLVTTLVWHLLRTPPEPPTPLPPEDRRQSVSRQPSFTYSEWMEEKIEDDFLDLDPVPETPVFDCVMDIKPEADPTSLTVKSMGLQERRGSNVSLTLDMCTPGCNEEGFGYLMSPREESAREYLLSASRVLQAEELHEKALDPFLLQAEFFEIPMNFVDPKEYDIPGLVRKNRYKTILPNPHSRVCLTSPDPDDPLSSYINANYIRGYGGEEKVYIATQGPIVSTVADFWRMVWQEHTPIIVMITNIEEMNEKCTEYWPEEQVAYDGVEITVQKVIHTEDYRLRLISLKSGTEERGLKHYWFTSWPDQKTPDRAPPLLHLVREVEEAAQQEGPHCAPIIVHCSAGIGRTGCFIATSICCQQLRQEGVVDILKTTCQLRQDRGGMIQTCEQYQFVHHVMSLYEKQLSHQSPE
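Measure: Control-normalized % inhibition with plate pattern correction | Test system: STEP phosphatase, cell-free reaction | Medium: pH 6.0 Bis-Tris with DTT and Tween 20 | Technique: Fluorescence, 480/540 nm | Times: Reaction 20 min, ambient temperature | Doses: Single compound dose of 20 µM, 1% DMSO final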
LMPTP block: LMPTP phosphatase inhibitors, primary screen, biochemical, fluorescence intensity, uHTS. Low molecular weight phosphotyrosine protein phosphatase (Homo sapiens), P24666. inhibition, % at 20 µM. 0.22% of 360,000 active. AID 651560, 2012. recombinant LMPTP-A, OMFP fluorogenic substrate;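 active = compounds that cut the enzyme signal by at least half of the control window in the single-dose screen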;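 also: plate controls were DMSO wells with enzyme plus substrate for no effect and substrate without enzyme for full effect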
Target sequence (P24666 whole entry, looked up): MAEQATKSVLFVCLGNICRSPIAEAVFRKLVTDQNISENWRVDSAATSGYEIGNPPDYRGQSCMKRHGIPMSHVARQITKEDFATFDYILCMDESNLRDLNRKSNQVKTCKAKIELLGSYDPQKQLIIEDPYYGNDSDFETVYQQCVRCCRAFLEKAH
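Test system – LMPTP-A enzyme · Amount – LMPTP-A at 0.625 nM final in the reaction · Buffer or medium – Bis-Tris pH 6.0, DTT, detergent · Reagent – OMFP 400 µM · Doses – single 20 µM dose · Schedule – reaction 50 min, room temperature, dark · Detection – fluorescence intensity of OMFP turnover product · Evaluation – percent inhibition versus substrate-only and uninhibited controls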
Scp1 inh: Scp-1 phosphatase inhibitors, primary screen, biochemical, colorimetric, uHTS | Recombinant Scp1, phosphopeptide, malachite green phosphate absorbance | inhibition, % at 20 µM | 0.88% of 340,000 active;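 active = inhibition above about 50% at 20 µM, limit read from the data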;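 also: plate controls were DMSO wells with enzyme for no effect and wells lacking enzyme for full effect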
Target sequence (Q9GZU7 76-261 limits assumed): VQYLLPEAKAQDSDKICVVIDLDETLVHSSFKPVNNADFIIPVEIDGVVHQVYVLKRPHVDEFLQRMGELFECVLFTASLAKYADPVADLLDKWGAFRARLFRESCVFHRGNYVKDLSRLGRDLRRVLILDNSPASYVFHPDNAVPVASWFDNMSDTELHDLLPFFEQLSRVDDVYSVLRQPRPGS
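System: SCP-1 catalytic domain; Reagent: Phospho 17-mer peptide substrate; Doses: one concentration, 20 µM, with 1.0% DMSO; Incubation: 45 min room-temperature reaction, 5 min colour, 30 min stabiliser; Signal: Phosphate-binding colour reagent, absorbance read at 630 nm.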
Tb MetRS inh: T. brucei MetRS inhibitors, primary screen, biochemical, luminescence; methionyl-tRNA synthetase (Trypanosoma brucei brucei); purified T. brucei MetRS, ATP depletion, Kinase-Glo luminescence; inhibition, % at 11.9 µM; 0.4% of 360,000 active; AID 624268, 2012;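 active = inhibition above a per-plate cutoff of the control wells' mean inhibition plus 3 SD, cut at about 5.5% in these data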;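 also: 0% = DMSO wells median and 100% = median of wells with control inhibitor compound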
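technique = Kinase-Glo luminescence, ATP depletion format | system = purified MetRS (methionyl-tRNA synthetase) enzyme from Trypanosoma brucei | timing = 15 min preincubation, 2 h reaction, all 25 °C | evaluation = percent inhibition versus plate control medians | dosing = single dose, 11.9 µM final nominal, 0.9% final DMSO | also added = substrates ATP, L-methionine and bulk Escherichia coli tRNA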
* = called active by the depositor; i = inactive; x = not tested or not shown; + = active, no number. Not a hit list, and some 3.9% of all compounds hit somewhere here.

SMILES	CSN deneddyl inh	DNMT1 inh	SUMO1-SIM PPI	NadD inh	MsrA inhibitor	Rpn11 inh	STEP block	LMPTP block	Scp1 inh	Tb MetRS inh
Cc1nn(C)c(C)c1/C=C/C(=O)O	-7.1	-3.1	-0.6	1.3	-0.9	i	-2.9	-0.2	-3.6	0.1
CC1(c2cccc(Br)c2)NC(=O)N(CC(=O)c2ccc3c(c2)OCO3)C1=O (configuration not stated)	-1.5	-8.4	-4.4	0.3	0.5	i	-0.6	-0.4	x	-0.1
CC1CCN(Cc2c(C(=O)N/N=C/c3ccc(C(F)(F)F)cc3)nnn2-c2nonc2N)CC1	-0.5	35.1	-1.5	3.7	-0.1	i	1.1	-0.4	-8.1	-1.5
CC(C)CCNC(=O)CNC(=S)N(CCCN1CCOCC1)Cc1cccs1	1.0	1.4	1.5	-8.4	-0.2	i	-1.6	-1.8	0.6	-0.4
COc1ccccc1N1C(C)=CC(=C(C#N)c2nc3ccccc3s2)C=C1C	-0.5	-14.7	-1.7	25.1	0.4	i	-4.6	3.1	6.5	-0.8
O=C1CC(N2CCN(c3ccc(S(=O)(=O)N4CCCC4)cc3)CC2)C(=O)N1c1ccc(F)cc1 (configuration not stated)	-2.9	0.0	-3.6	-0.3	-0.8	i	1.7	-0.8	-5.6	-0.8
COc1cccc(/C=N/n2c(-c3cc(C)[nH]n3)n[nH]c2=S)c1OC	1.6	-4.4	1.0	1.9	0.1	i	-1.8	-1.6	-2.2	-0.2
O=C(COc1ccc(Cl)cc1Cl)NCC(=O)N/N=C/c1c[nH]c2ccccc12	-13.7	3.0	0.5	2.6	0.1	i	0.0	-3.2	0.5	0.0
O=C(c1cccc(-n2cccc2)c1)N1CCN(S(=O)(=O)c2ccccc2Br)CC1	2.3	-5.2	3.5	-4.7	1.5	i	0.5	3.9	-2.8	-0.5
Cc1ccc(C(=O)C2CC2)cc1C	-1.6	-2.1	5.6	0.6	0.7	i	0.6	2.0	5.3	0.0
Cc1cc(C)n2c(nc3ccccc32)c1C(=O)NN	-0.4	-1.9	-8.1	4.1	-0.2	i	-2.0	-1.8	-9.8	-0.4
COc1ccc([N+](=O)[O-])cc1N(CC(=O)O)S(C)(=O)=O	-3.1	-4.0	-2.4	0.1	1.4	i	-2.2	-1.1	-6.7	0.5
COc1ccc(/C=C/C(=O)c2ccc(Cl)cc2)c(OC)c1	3.6	-0.4	-6.4	-7.6	-0.2	i	-0.9	1.7	-17.5	-0.3
COc1ccc(N2CCN(C(=O)c3cc(C)oc3C)CC2)cc1	1.9	-0.5	-0.1	-2.9	0.6	i	1.1	0.9	6.9	-0.5
CCOc1ccccc1C1CC(=O)NC2=C1C(=O)CC(C)(C)C2 (configuration not stated)	0.3	3.6	2.4	3.7	0.5	i	2.0	-2.9	-7.0	-1.3
CCC(C(=O)NC(C)(C)C)n1c(-c2cccc(NC(C)=O)c2)nc2ccccc21 (configuration not stated)	-1.7	x	-2.5	x	1.6	x	x	-2.0	x	-0.5
O=c1[nH]c(=O)n(C2CCCO2)cc1Br (configuration not stated)	-1.2	-1.9	-1.5	-1.9	-0.5	i	-0.2	-1.1	3.6	-1.0
CCN(CC)CCOC(=O)c1cccc(OC)c1	-3.1	1.6	-2.2	-3.1	-0.2	i	-4.2	-2.2	-6.9	-0.7
Cc1cc2cc(CN(CC3CCCO3)C(=S)NCc3ccco3)c(=O)[nH]c2cc1C (configuration not stated)	4.6	-2.3	-7.9	0.9	0.2	i	1.7	0.2	-11.1	0.0
CCN(CC)CCNC(=O)C(=O)NCC1OCCN1S(=O)(=O)c1cccs1 (configuration not stated)	2.8	-8.1	-49.6	-3.0	0.1	i	2.8	-4.6	-8.3	0.1
CCc1ccccc1N1C(=O)C2C3C=CC(CC3)C2C1=O (configuration not stated)	-4.3	3.7	2.1	-5.6	0.9	i	1.1	-2.4	-10.4	0.1
Clc1ccc(/C=N/NC2=Nc3cccc4cccc2c34)cc1	15.5	11.3	-6.3	30.2*	0.7	i	29.4	33.5	-1.3	0.1
COc1cccc2cc(C(=O)OCC(=O)NCc3ccc4c(c3)OCO4)c(=O)oc12	-0.2	0.7	-27.4	-1.4	0.2	i	-0.9	0.2	2.5	0.5
C/C(=C/C(=O)N1CCc2ccccc21)C(=O)O	-0.2	2.9	1.7	-0.5	1.0	i	-1.7	-1.4	-5.3	0.6
Cc1ccc(C(=O)CNc2cccc(Cl)c2)cc1	-1.8	3.5	2.1	2.1	0.3	i	-2.0	0.4	-12.2	0.7

The last four records of the section before open the next one.
SMILES	CSN deneddyl inh	DNMT1 inh	SUMO1-SIM PPI	NadD inh	MsrA inhibitor	Rpn11 inh	STEP block	LMPTP block	Scp1 inh	Tb MetRS inh
Clc1ccc(/C=N/NC2=Nc3cccc4cccc2c34)cc1	15.5	11.3	-6.3	30.2*	0.7	i	29.4	33.5	-1.3	0.1
COc1cccc2cc(C(=O)OCC(=O)NCc3ccc4c(c3)OCO4)c(=O)oc12	-0.2	0.7	-27.4	-1.4	0.2	i	-0.9	0.2	2.5	0.5
C/C(=C/C(=O)N1CCc2ccccc21)C(=O)O	-0.2	2.9	1.7	-0.5	1.0	i	-1.7	-1.4	-5.3	0.6
Cc1ccc(C(=O)CNc2cccc(Cl)c2)cc1	-1.8	3.5	2.1	2.1	0.3	i	-2.0	0.4	-12.2	0.7
Cc1cc(C)cc(N(CCC#N)C(=O)CN2C(=O)NC3(CCCC3)C2=O)c1	-0.5	-1.2	5.5	0.9	-0.7	i	-2.2	-1.7	-4.7	-0.7
CCOC(=O)c1c(S(=O)(=O)N(C)C2CCCCC2)c(C)n(C)c1C	-1.3	-1.1	9.1	4.1	1.2	i	11.2	-0.2	-3.4	0.5
CCOc1ccc(NC(=O)COc2ccc(C(=O)N3CCC(C(N)=O)CC3)cc2OC)cc1	-0.5	1.4	0.0	-0.6	0.1	i	-0.9	-0.5	1.0	-0.1
N#CCCN(C(=O)COC(=O)CNC(=O)C12CC3CC(CC(C3)C1)C2)c1ccccc1	7.5	9.3	1.0	2.0	-1.3	i	-1.5	-1.5	-9.5	-0.3
COc1ccc(-n2cc(CN3CCC(OC)CC3)c(-c3cccc(F)c3)n2)cc1	-1.7	-0.2	0.9	-6.7	0.4	i	-2.4	-1.1	-9.6	0.4
Fc1cccc(NC(=S)NCc2ccccc2Cl)c1	3.1	1.9	4.0	-3.8	0.6	i	0.2	0.5	-16.7	0.1
Cc1ccc(/C=C/C(=O)O)cc1S(=O)(=O)NCCCO	0.5	1.1	0.4	2.1	0.1	i	6.2	-0.3	-13.1	-0.4
CCOc1ccc(N2C(=O)CC(Cc3cc(C)cc(C)c3)C2=O)cc1 (configuration not stated)	-5.0	2.3	1.9	-2.3	-0.2	i	0.8	1.4	-12.3	0.1
COc1ccc(-c2c(C#Cc3ccsc3)c3cc(-c4ccc(C(N)=O)cc4)ccc3n2C)cc1	-0.4	-22.7	-5.3	10.4	0.2	i	0.9	4.2	-14.5	0.1
COc1ccc(CCNC(=O)c2c(C)noc2C)cc1	-4.5	-1.6	-3.5	4.9	0.2	i	1.9	-0.3	-3.0	-0.2
COc1ccc2[nH]c(=O)c(CN(C(=O)c3cccnc3)c3ccc(C)cc3C)cc2c1	2.6	-1.1	2.9	-1.6	1.6	i	3.3	-0.6	4.5	0.0
Cc1ccc(NC(=O)COC(=O)CCc2ccccc2)c(Cl)c1	4.7	0.3	0.8	-7.3	-1.4	i	1.5	0.2	-0.6	0.3
COc1ccc(/C=N/NS(=O)(=O)c2ccccc2)cc1OC	1.5	-0.2	-5.1	-7.0	1.7	i	0.4	0.9	-7.3	0.1
CCOC(=O)C1(Cc2cccc(Cl)c2)CCCN(C(=O)c2cc(C)on2)C1 (configuration not stated)	-1.9	-0.3	1.3	-1.4	-0.5	i	-0.9	0.6	-17.3	0.0
COc1cc2c(C(=O)N3CCN(c4cccc(Cl)c4)CC3)cn(C)c(=O)c2cc1OC	6.9	-0.6	0.8	4.7	0.1	i	0.0	-1.3	-1.9	0.2
Cc1ccc2c(c1)C(C)CC(C)(C)N2C(=O)CN1CCN(C)CC1 (configuration not stated)	3.2	5.8	11.1	-7.9	1.4	i	-1.2	-3.9	-1.7	-0.7
CCOc1ccccc1NC(=O)c1ccccc1N(C)S(=O)(=O)c1ccc(C)cc1	3.4	-0.6	-1.5	-9.3	1.3	i	1.9	1.8	-16.7	-1.3
CCc1ccc(NC(=O)C2CCN(S(=O)(=O)c3ccc4c(c3)NC(=O)C(C)S4)CC2)cc1 (configuration not stated)	6.2	-4.8	-1.5	13.0	0.5	+	-0.4	3.7	-8.5	-0.7
Cc1ccc(NC(=O)COC(=O)C2(CC(=O)NC(C)(C)C)CCCC2)cc1C	-3.1	1.7	3.9	-1.3	-0.9	i	1.1	1.7	-5.4	-0.1
Cc1c(C(=O)c2ccccc2)c2ccccn2c1CCc1ccccn1	-1.2	-2.8	-8.1	3.6	-0.4	i	1.5	1.2	-1.9	-0.4
CCc1nn(CCCC(=O)N(C)Cc2ccccc2)c(=O)c2cc3occc3n12	1.6	-0.8	0.4	1.2	0.6	i	-2.4	13.8	-8.2	-0.3
COC(=O)[C@H](CC(C)C)NC(=O)NCCC1=CCCCC1	-2.9	4.5	10.9	-4.2	-1.2	i	-0.2	-0.3	85.1*	-0.2

Bioassay records (PubChem BioAssay)
